# TEAD-YAP block: TEAD-YAP interaction inhibition | 640,000 tested, 1.4% active | inhibition, % at 9.12 µM | HEK-TIYL cells, TEAD-Gal4/YAP UAS-luciferase luminescence | AID 1259422; in the data active = inhibition above about 32%;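 note: 0% = median of test compound wells and 100% = reference inhibitor wells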
# MITF primary: human MITF inhibition, primary screen; O75030; 650,000 tested, 0.91% active; AID 1259374; inhibition, % at 2.6 µM; AlphaScreen MITF homodimerization, bead proximity signal; in the data active = inhibition above about 50%;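 note: 0% = vehicle wells with protein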
# Target sequence (O75030 whole entry, looked up): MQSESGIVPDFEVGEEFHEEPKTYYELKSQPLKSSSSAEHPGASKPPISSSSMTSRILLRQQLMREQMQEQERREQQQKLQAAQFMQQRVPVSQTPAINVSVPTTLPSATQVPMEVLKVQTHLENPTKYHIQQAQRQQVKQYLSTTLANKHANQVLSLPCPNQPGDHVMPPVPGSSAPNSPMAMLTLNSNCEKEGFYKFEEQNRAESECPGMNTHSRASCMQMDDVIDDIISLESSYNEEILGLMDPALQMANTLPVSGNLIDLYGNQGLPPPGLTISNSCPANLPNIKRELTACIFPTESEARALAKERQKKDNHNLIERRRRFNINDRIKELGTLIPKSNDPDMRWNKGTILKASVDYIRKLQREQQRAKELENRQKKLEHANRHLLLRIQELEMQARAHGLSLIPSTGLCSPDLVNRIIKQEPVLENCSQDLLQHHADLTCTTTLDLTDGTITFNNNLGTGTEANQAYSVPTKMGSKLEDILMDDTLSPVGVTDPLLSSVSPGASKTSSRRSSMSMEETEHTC
# FBW7 act: activators of human E3 ligase FBW7. Q969H0. AlphaScreen FBW7–phospho-cyclin E peptide binding, activator screen. 650,000 tested, 0.13% active. normalized activity (activation), % at 26.1 µM; in the data active = normalized activity above about 1.9%;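 note: purified mutant Fbw7 with reduced substrate affinity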
# GPR151 activ: activates the human receptor GPR151. Q8TDV0. PathHunter beta-arrestin GPR151 cells, luminescence. activation, % at 11.2 µM. 650,000 tested, 1% active; in the data active = activation above about 4.9%;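 note: 0% = median of compound wells and 100% = cells with positive control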
# Target sequence (Q8TDV0 whole entry, looked up): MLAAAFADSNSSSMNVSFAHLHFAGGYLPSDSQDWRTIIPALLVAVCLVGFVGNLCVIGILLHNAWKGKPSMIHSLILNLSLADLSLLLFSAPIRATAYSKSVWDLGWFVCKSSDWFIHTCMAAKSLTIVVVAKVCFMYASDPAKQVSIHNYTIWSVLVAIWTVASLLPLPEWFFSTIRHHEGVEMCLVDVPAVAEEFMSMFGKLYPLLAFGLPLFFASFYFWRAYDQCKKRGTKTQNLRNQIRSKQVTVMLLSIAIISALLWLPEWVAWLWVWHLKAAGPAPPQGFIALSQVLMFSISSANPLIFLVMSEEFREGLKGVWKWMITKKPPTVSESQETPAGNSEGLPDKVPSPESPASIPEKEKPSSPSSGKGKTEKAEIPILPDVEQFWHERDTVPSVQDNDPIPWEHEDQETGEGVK
# The depositor's hits bear a star.
SMILES,TEAD-YAP block,MITF primary,FBW7 act,GPR151 activ
COc1ccc(NC(=O)C2c3cc(OC)c(OC)cc3C(=O)N(C)C2c2ccc(OC)c(OC)c2)cc1Cl (stereo not drawn),5,14,0.5,1.6
CC1CN(S(=O)(=O)c2ccc(F)cc2)CCN1S(=O)(=O)c1ccc(F)cc1 (stereo not drawn),-4,-9,0.2,-0.5
O=C(CSc1nc2[nH]ncc2c(=O)n1-c1ccccc1)N1CCCc2ccccc21,-7,12,-0.1,-0.4
Cc1ccc(NC(=O)CC2C(=O)N(C)C(=O)N(C)C2=O)cc1C,-6,-4,0.0,1.0
CS(=O)(=O)N1CCN(c2ccccc2NC(=O)COc2ccccc2[N+](=O)[O-])CC1,11,-5,0.1,-0.2
CCOC(=O)/C(C#N)=C/c1ccc(NC(=O)CCl)cc1,16,10,-0.1,1.0
CCOc1ccc2c(=O)c(Oc3ccc(CC)cc3)coc2c1,12,4,0.0,-0.4
O=C(Nc1cccc(Cl)c1)Nc1ccccc1-n1ccnc1,-4,4,-0.1,-0.8
COc1ccc(N2C(=O)[C@@H]3C[C@H]2CN3C(=O)/C=C/c2cccs2)cc1Cl,-12,0,-0.2,-1.2
O=C1OC(c2ccccc2F)=N/C1=C\c1ccco1,1,7,0.2,-1.5
COc1nc(N/N=C/c2ccc(O)cc2)nc(N2CCOCC2)n1,-4,12,0.3,0.4
O=S(=O)(NCCOc1ccc(Cl)cc1)c1ccc2ccccc2c1,-1,-28,0.1,0.4
CCCCOC(=O)c1ccc(NC(=O)c2cc3ccccc3o2)cc1,-10,7,0.0,-0.3
Cc1cccc(-n2nc3c(c2NC(=O)c2ccc(S(=O)(=O)N(C)C)cc2)CSC3)c1C,0,9,0.2,0.9
O=c1[nH]c(SCc2nnc(Nc3ccccc3)s2)nc2sc3c(c12)CCC3,-4,3,-0.2,-1.0
O=[N+]([O-])c1ccc(Cl)c(-c2nc(-c3ccccc3)c(-c3ccccc3)[nH]2)c1,19,21,0.7,2.0
CC(=O)NC(c1cccs1)c1ccc2cccnc2c1O (stereo not drawn),92*,70*,-0.2,-2.2
CCOCCOc1nc2c(c(=O)n(C)c(=O)n2C)n1C(C)c1ccccc1 (stereo not drawn),2,-5,0.2,0.8
Cc1ccc(/C=C/C(=O)Nc2cc(C)on2)cc1,-41,7,0.1,2.5
CCOC(=O)c1ccc(N2C(=O)NC3CC2(C)Oc2ccc(C(=O)OC)cc23)cc1 (stereo not drawn),2,6,0.0,0.3
CC(NC(=O)Cn1cc2c(n1)CCCCC2)c1ccccc1 (stereo not drawn),8,4,-0.1,0.3
NC(=O)c1c(NC(=O)c2ccc(OCc3c(F)cccc3Cl)cc2)sc2c1CCCC2,-7,5,0.1,0.0
COC(=O)C(C)OC1C(NC(C)=O)C(OCc2ccccc2)OC2COC(C)(C)OC21 (stereo not drawn),6,-7,0.1,-1.2
COc1ccc(NC(=O)CSc2ccnc(=O)[nH]2)cc1,13,-13,0.2,-1.9

# Quoted from the listing:
# In TEAD-YAP block, O=C(CSc1nc2[nH]ncc2c(=O)n1-c1ccccc1)N1CCCc2ccccc21 reads -7
# In MITF primary, O=c1[nH]c(SCc2nnc(Nc3ccccc3)s2)nc2sc3c(c12)CCC3 reads 3
# In GPR151 activ, Cc1ccc(/C=C/C(=O)Nc2cc(C)on2)cc1 reads 2.5
# In FBW7 act, COc1ccc(NC(=O)C2c3cc(OC)c(OC)cc3C(=O)N(C)C2c2ccc(OC)c(OC)c2)cc1Cl (stereo not drawn) reads 0.5
# In GPR151 activ, CC1CN(S(=O)(=O)c2ccc(F)cc2)CCN1S(=O)(=O)c1ccc(F)cc1 (stereo not drawn) reads -0.5

# The list goes on.
SMILES,TEAD-YAP block,MITF primary,FBW7 act,GPR151 activ
O=C(NCc1cccc(C(F)(F)F)c1)c1cncc(Nc2ccccn2)c1,-3,15,0.2,-0.8
CCOc1ccc(NC(=O)CCC2=NS(=O)(=O)c3ccccc3N2)cc1,11,10,0.1,1.1
COc1cc(NC(=O)CCS(=O)(=O)c2ccc(C)cc2)cc(OC)c1,-3,14,0.2,-1.6
COc1ccc(-c2cc(C(=O)NC3CCCC3)no2)cc1OC,-25,9,0.0,0.0
O=c1[nH]c(CSc2ncnc3sccc23)nc2ccccc12,-28,-7,-0.2,1.4
CCOC(=O)c1cc(-c2nnc(-c3ccc([N+](=O)[O-])cc3)o2)c(C)nc1C,-4,-1,0.3,1.0
COc1ccccc1N1CCN(C(=O)c2ccc(CS(=O)c3ccccc3)o2)CC1 (stereo not drawn),31,-3,0.0,-0.3
Cc1ccc2c(=O)c(CN3CCOCC3)c(C)[nH]c2c1C,-7,-6,-0.1,-0.2
O=C(Nc1cccc(Cl)c1Cl)C(Cc1ccc([N+](=O)[O-])cc1)N1C(=O)c2ccccc2C1=O (stereo not drawn),4,8,0.2,-1.0
O=C(COc1ccccc1F)N=C1N=C2N=CC=CN2Cc2ccccc21,-7,1,0.2,-1.6
Cc1ccc2cccc(OCCOCCOc3ccccc3F)c2n1,12,-14,0.5,1.2
O=C(COC(=O)c1ccc(N2C(=O)c3ccccc3C2=O)cc1)c1ccc([N+](=O)[O-])cc1,13,4,0.2,-1.1
CCC(Sc1nc2cc3c(cc2c(=O)n1CCCC(=O)NCc1ccc2c(c1)OCO2)OCO3)C(=O)N1CCOCC1 (stereo not drawn),3,7,-0.1,1.7
Nc1cc(Cl)ccc1C(=O)OCC(=O)c1ccc(Br)s1,-7,12,0.1,-0.7
COc1ccccc1C1CC(c2ccccc2)=NN1C(C)=O (stereo not drawn),2,16,0.3,-1.7
Cc1cc(N2CCCCC2)nc2ccccc12,0,-2,0.0,-0.3
O=c1/c(=C/c2ccccc2OCc2cccc3ccccc23)sc2nc3ccccc3n12,1,-6,0.0,0.7
Fc1ccc(-c2cc(-c3nc(C4CCCCC4)no3)c3ccccc3n2)cc1,-10,12,0.2,2.0
CC(C)COC(=O)c1ccc(NC(=O)COc2ccc(Br)cc2)cc1,35*,0,0.0,1.3
COc1ccc(C(=O)O)cc1S(=O)(=O)N1CCCCCC1,-10,4,0.0,2.3
Cc1ccc(S(=O)(=O)N2CCN(c3cc4c(cc3[N+](=O)[O-])n(C)c(=O)n4C)CC2)cc1,2,2,-0.1,2.5
OC(COCC1CC=CCC1)CN1CCCCC1 (stereo not drawn),11,-4,-0.2,0.8
O=C(NC1CCCCC1)/C(=C/c1ccc2c(c1)OCO2)NC(=O)c1ccccc1Br,11,-14,-0.1,0.6
COCc1nc2ccccc2n1CCCOc1ccc(C)cc1,-2,0,-0.3,-0.8
CCc1ccccc1NC(=O)CN1C(=O)C2CCCN2c2ncc(Cl)cc21 (stereo not drawn),-1,3,-0.2,0.8
O=C(/C=C/c1cccs1)NCc1ccccc1,-25,2,0.2,3.5
CCc1nc(C(C)(C)O)n(-c2ccccc2)n1,-2,-2,-0.1,-0.2
Cc1ccc(N2C(=O)CN(Cc3sccc3C)C2=S)cc1Cl,-25,4,0.2,2.1
O=C(CCc1nc2sc3c(c2c(=O)[nH]1)CCCC3)OCC(=O)N1CCc2ccccc21,1,-6,0.1,-0.2
CCCN1CCN(CC(=O)c2ccc3cc[nH]c3c2)CC1,-2,15,0.3,-0.5
O=S1(=O)N=C(SCc2c(F)cccc2Cl)Nc2ccccc21,-11,-2,-0.1,-0.7
CCOc1ccccc1OCCOc1ccc(F)cc1,-17,-7,0.1,1.2
C/C(O)=C\c1nc2cc(Cl)ccc2oc1=O,0,16,0.0,-0.3
CCOC(=O)c1c(NC(=O)c2cc3cc(Cl)ccc3oc2=O)sc(C(C)=O)c1C,6,1,0.0,8.1*
Cc1ccc(NC(=O)c2sc3ncn(CC(=O)Nc4cccc(C(F)(F)F)c4)c(=O)c3c2C)c(Br)c1,7,19,0.1,2.2
O=C1[C@@H]2C[C@H](NCc3nc4ccccc4s3)CN2C(=O)[C@H]2CCCN12,8,2,0.1,1.6
O=C(COC(=O)c1c(F)cccc1F)Nc1ccc([N+](=O)[O-])cc1C(F)(F)F,16,3,0.0,1.3
CCOC(=O)C1(Cc2cccc(OC)c2)CCN(Cc2cccc(C)n2)CC1,10,0,0.1,0.9
COc1cc(C2C3=C(CC(c4ccco4)CC3=O)Nc3ccccc3N2C(=O)C2CC2)cc(OC)c1OC (stereo not drawn),1,17,0.0,0.1
O=C(c1nc2ccc(F)cc2[nH]1)N1CCN(c2ccc3[nH]ncc3c2)CC1,-7,19,-0.1,0.8
O=c1[nH]c(=O)n(C2CC(O)C(CO)O2)cc1I (stereo not drawn),5,13,0.1,0.0
CCOC(=O)c1c(NC(=O)c2cccc(OC)c2)sc(C)c1C,2,5,0.1,-0.2
Cc1ccc(S(=O)(=O)CCC(=O)Nc2c(F)cc(F)cc2Br)cc1,1,6,-0.1,0.8
Cc1ccc2[nH]c3nc(N/N=C/c4ccc5c(c4)OCO5)nnc3c2c1,9,-3,0.1,0.2
Cc1c(NC(=O)COc2ccc(Br)cc2)cccc1-c1nc2ccccc2s1,5,18,-0.1,-0.1
CC1(C2CCN(C(=O)Cc3cscn3)CC2)NC(=O)N(Cc2ccc(F)cc2)C1=O (stereo not drawn),7,2,-0.2,-0.4
CC(=O)Nc1cccc(NC(=O)CN2CCC(O)(c3ccccn3)CC2)c1,-10,-9,0.0,0.4
CCN(CC)S(=O)(=O)c1ccc(-c2cn3cc(Cl)ccc3n2)cc1,-29,5,0.0,0.3

# Compounds listed so far containing two or more sulfur atoms (6):
SMILES,TEAD-YAP block,MITF primary,FBW7 act,GPR151 activ
CC1CN(S(=O)(=O)c2ccc(F)cc2)CCN1S(=O)(=O)c1ccc(F)cc1 (stereo not drawn),-4,-9,0.2,-0.5
Cc1cccc(-n2nc3c(c2NC(=O)c2ccc(S(=O)(=O)N(C)C)cc2)CSC3)c1C,0,9,0.2,0.9
O=c1[nH]c(SCc2nnc(Nc3ccccc3)s2)nc2sc3c(c12)CCC3,-4,3,-0.2,-1.0
O=c1[nH]c(CSc2ncnc3sccc23)nc2ccccc12,-28,-7,-0.2,1.4
Cc1ccc(N2C(=O)CN(Cc3sccc3C)C2=S)cc1Cl,-25,4,0.2,2.1
O=S1(=O)N=C(SCc2c(F)cccc2Cl)Nc2ccccc21,-11,-2,-0.1,-0.7

# Further results:
SMILES,TEAD-YAP block,MITF primary,FBW7 act,GPR151 activ
COc1ccccc1Oc1ccc([N+](=O)[O-])cc1C#N,7,18,-0.1,1.7
Cc1nn(-c2ccccc2)c2sc(C(=O)Nc3cccc(Br)c3)cc12,-7,-1,0.2,-0.7
COc1ccc(C2C(C#N)=C(N)Oc3n[nH]c(-c4cc(C)sc4C)c32)c(OC)c1 (stereo not drawn),-10,-5,-0.1,4.3
CC1=C(C(=O)OC(C)C)C(c2ccccc2C)C2=C(CC(C)(C)CC2=O)N1 (stereo not drawn),-2,-10,0.0,0.2
C=C(C)[C@@H]1CC[C@]2(C(=O)O)CC[C@]3(C)[C@H](CC[C@@H]4[C@@]5(C)CC[C@H](O)C(C)(C)[C@@H]5CC[C@]43C)[C@@H]12,6,-11,-0.1,-2.4
Cc1cccc(OCCn2ccnc2)c1C,0,-8,-0.2,0.1
COc1ccc(/C(O)=C2/C(=O)C(=O)N(CCCN(C)C)C2c2ccc(OC)c(OC)c2)cc1 (stereo not drawn),3,4,0.1,0.3
O=C(Nc1ccc(F)c([N+](=O)[O-])c1)c1ccccc1F,-7,5,-0.1,0.5
O=C(NC1CC1)c1cc(N2CCOCC2)nc(N2CCOCC2)n1,1,3,0.2,-0.3
CC(=O)Nc1ccc(NC(=O)CNc2ccc(Cl)cc2)cc1,11,10,0.2,0.4
O=C(NCc1cccs1)C1CCCN(c2c3c(nc4ncnn24)CCC3)C1 (stereo not drawn),-3,-2,-0.2,-0.2
Cc1nn(C)c(C)c1-c1cc(NCCN2CCOCC2)nc(N)n1,-7,13,-0.1,-1.1

# Next section (3 carried over from the part before).
SMILES,TEAD-YAP block,MITF primary,FBW7 act,GPR151 activ
CC(=O)Nc1ccc(NC(=O)CNc2ccc(Cl)cc2)cc1,11,10,0.2,0.4
O=C(NCc1cccs1)C1CCCN(c2c3c(nc4ncnn24)CCC3)C1 (stereo not drawn),-3,-2,-0.2,-0.2
Cc1nn(C)c(C)c1-c1cc(NCCN2CCOCC2)nc(N)n1,-7,13,-0.1,-1.1
CCc1ccc(NC(=O)c2cc(-c3ccc(Cl)c(Cl)c3)nc3ccccc23)cc1,-1,-9,0.2,0.4
CC(C)(C)CC(C)(C)NS(=O)(=O)Cc1ccccc1,4,4,0.1,0.9
Cc1ccc(S(=O)(=O)NCC(=O)N(CC(=O)NCc2ccco2)Cc2ccco2)cc1,-6,-5,-0.3,-0.8
CCN1CCN(c2nc3c(c(=O)n(C)c(=O)n3C)n2Cc2c(F)cccc2Cl)CC1,3,3,0.1,-0.8
CCCc1ccc(OCC(=O)NNC(=O)CCOc2ccccc2)cc1,0,4,-0.1,-1.4
c1ccc2c(c1)COC(CN1CCCCC1)OC2,-7,-3,0.0,0.0
CCc1nnc(NC(=O)c2c(O)c3c([nH]c2=O)CCCC3)s1,-3,-6,0.6,-0.7
COc1cccc2c1OC1(C)CC2NC(=O)N1c1cccc(C(=O)Nc2ccc(F)cc2)c1 (stereo not drawn),15,-3,-0.2,1.2
CCOC(=O)c1c(-c2ccc(C)cc2C)csc1NC(=O)c1ccc(-c2ccccc2)cc1,5,6,0.1,-0.1
CCCOc1ccc(-c2ccc(-c3noc(C4CCCCC4)n3)cc2)cc1,-1,-3,-0.1,0.9
CCOC(=O)c1c(N)n(C(C)c2ccccc2)c2nc3ccccc3nc12 (stereo not drawn),-3,-3,0.0,1.2
COc1ccc(C(=O)CN2C(=O)N(c3ccc(C)cc3)S(=O)(=O)c3ccccc32)cc1,2,12,0.4,4.7
CCCCC(=O)NC1(C(F)(F)F)C(=O)N(C2CCCCC2)C(C)=C1C(=O)OCC (stereo not drawn),18,-15,-0.2,-0.7
O=C(O)C1CCN(S(=O)(=O)c2ccc(Oc3ccccc3)cc2)CC1,2,7,0.1,0.6
Cc1ccc(C(=O)Nc2sc(C)c(C)c2C#N)cc1,-41,-7,-0.1,0.1
